Assay outcomes deposited in PubChem BioAssay by National Center for Advancing Translational Sciences (NCATS).
Giardia killer: kills Giardia lamblia. Giardia lamblia trophozoite viability. activity change, % at 7.66 µM, hits read low. 0.15% of 340,000 active. AID 540267; in the data active means activity change below about -80%; inconclusive means between about -30% and that limit;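 further: parasites exposed to compound for two days anaerobically before the ATP read; on the % scale 0 is the no-effect control and ±100 the full control effect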
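Giardia trophozoites, 100 cells per well, were exposed to compounds for 48 hrs at 37 deg C under anaerobic conditions; viability was then read as ATP content by bioluminescence after 15-30 min at room temperature.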
FBPA coupling cs: counter-screen for Giardia aldolase inhibitors: coupling enzyme system | AID 2472 | activity change, negative = inhibition, % at 58.2 µM, hits read low | 0.67% of 290,000 active | coupling enzyme system counterscreen, AmpLite Red fluorescence; in the data active means activity change below about -30%; further: on the % scale 0 is the no-effect control and ±100 the full control effect
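Counterscreen of the coupled detection system alone, without aldolase: glyceraldehyde-3-phosphate coupling enzymes plus AmpLite Red readout. Compounds at 57.5 uM final, 10 min RT preincubation, 20 min RT reaction, fluorescence 525/598 nm.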
Tb PFK block: inhibitors of T. brucei phosphofructokinase | 0.17% of 330,000 active | Potency, µM (highest dose often 57.5 µM), inactives show at the highest dose activity, negative = inhibition, usual class: inhibitors | T. brucei PFK, ADP-Glo luminescence | O15648;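 further: potency means the concentration at half of the fitted maximal effect; 0% = uninhibited 1x PFK enzyme wells and -100% = no-enzyme wells; nearly all actives have a fitted effect of over 60% in size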
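Activity is normalized to no-enzyme wells (full inhibition) and 1.25 nM enzyme wells (no inhibition). Reaction: 0.5 mM F6P, 0.1 mM ATP, 45 min RT, ADP-Glo luminescence; concentration-response curves fitted and classed by quality.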
TSHR antagonist: antagonists of human thyroid stimulating hormone receptor | P16473 | TSHR-expressing cells, TSH-stimulated cAMP HTRF, 2 h; active compounds read low | activity change, negative = inhibition, % at 11.5 µM | 0.2% of 330,000 active;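 active means activity change below a set negative limit, meaning inhibition stronger than a set level, cut at about -70% in these data; inconclusive means activity change between two set negative limits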; further: on the % scale 0 is the no-effect control and ±100 the full control effect
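TSHR-expressing cells, 200/well, pre-treated with compound, then stimulated with EC80 TSH (4nM final) for 2 hours at 37 deg C. cAMP measured by competitive HTRF: anti-cAMP cryptate antibody in lysis buffer plus cAMP-d2, read after 30 minutes at room temperature.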
TCR act: activators of T cell receptors; primary human leukocytes, anti-CD3, IL-2 HTRF, 48 h; Potency, µM (doses to about 9.22 µM), for the others: top-dose activation of IL-2 secretion, usual class: activators; 330,000 tested, under 10 active; AID 504894; further: % of control where 0% means no effect
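Primary human leukocytes were stimulated with a-CD3 beads plus compounds for 48 hr without co-stimulation; secreted IL-2 was quantified by HTRF using a-IL-2-K (europium cryptate) and a-IL-2-d2, excited at 320nm with acceptor emission read at 665nm.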
BCR signal inh: chronic active BCR signaling inhibition. Potency, µM (doses to about 46.1 µM), for inactives: at the top dose ratio change, negative = lower green/red ratio, actives largely listed as inhibitors. ABC-DLBCL IkBa-CBG/CBR reporter, luminescence ratio, 4 h. 0.05% of 340,000 active; active means well fitted inhibition curve with a large enough effect in the signal ratio, with a control signal flat, not every such curve was filed as active; inconclusive means small, poorly fitted or top-dose-only effect, or effect the other way, or a change in a side signal; the % refers to the signal ratio;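 further: potency means the concentration at half of the fitted maximal effect; plate controls were basal doxycycline-induced cells for no effect and cells given 10 µM MG132 for full effect; MG132 reads +100%, hits lower the ratio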
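Compounds up to 46 uM were incubated four hours with TMD8 cells whose green CBG68 luciferase is fused to IkappaBalpha; red CBR luminescence normalised the signal, and concentration-effect curves were fitted to fusion, red and ratio data.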
hERG WT inh: inhibitors of human wildtype KCNH2 potassium channel | U2OS, BacMam KCNH2, thallium flux FluxOr; active compounds read low | 0.37% of 340,000 active | activity change, % at 1.84 µM | Q12809;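 active means maximum activity change below -70%; inconclusive means maximum activity change between -70% and -50%; inactive means maximum activity change above -50%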; further: on the % scale 0 is the no-effect control and ±100 the full control effect
Target sequence (Q12809 whole entry, looked up): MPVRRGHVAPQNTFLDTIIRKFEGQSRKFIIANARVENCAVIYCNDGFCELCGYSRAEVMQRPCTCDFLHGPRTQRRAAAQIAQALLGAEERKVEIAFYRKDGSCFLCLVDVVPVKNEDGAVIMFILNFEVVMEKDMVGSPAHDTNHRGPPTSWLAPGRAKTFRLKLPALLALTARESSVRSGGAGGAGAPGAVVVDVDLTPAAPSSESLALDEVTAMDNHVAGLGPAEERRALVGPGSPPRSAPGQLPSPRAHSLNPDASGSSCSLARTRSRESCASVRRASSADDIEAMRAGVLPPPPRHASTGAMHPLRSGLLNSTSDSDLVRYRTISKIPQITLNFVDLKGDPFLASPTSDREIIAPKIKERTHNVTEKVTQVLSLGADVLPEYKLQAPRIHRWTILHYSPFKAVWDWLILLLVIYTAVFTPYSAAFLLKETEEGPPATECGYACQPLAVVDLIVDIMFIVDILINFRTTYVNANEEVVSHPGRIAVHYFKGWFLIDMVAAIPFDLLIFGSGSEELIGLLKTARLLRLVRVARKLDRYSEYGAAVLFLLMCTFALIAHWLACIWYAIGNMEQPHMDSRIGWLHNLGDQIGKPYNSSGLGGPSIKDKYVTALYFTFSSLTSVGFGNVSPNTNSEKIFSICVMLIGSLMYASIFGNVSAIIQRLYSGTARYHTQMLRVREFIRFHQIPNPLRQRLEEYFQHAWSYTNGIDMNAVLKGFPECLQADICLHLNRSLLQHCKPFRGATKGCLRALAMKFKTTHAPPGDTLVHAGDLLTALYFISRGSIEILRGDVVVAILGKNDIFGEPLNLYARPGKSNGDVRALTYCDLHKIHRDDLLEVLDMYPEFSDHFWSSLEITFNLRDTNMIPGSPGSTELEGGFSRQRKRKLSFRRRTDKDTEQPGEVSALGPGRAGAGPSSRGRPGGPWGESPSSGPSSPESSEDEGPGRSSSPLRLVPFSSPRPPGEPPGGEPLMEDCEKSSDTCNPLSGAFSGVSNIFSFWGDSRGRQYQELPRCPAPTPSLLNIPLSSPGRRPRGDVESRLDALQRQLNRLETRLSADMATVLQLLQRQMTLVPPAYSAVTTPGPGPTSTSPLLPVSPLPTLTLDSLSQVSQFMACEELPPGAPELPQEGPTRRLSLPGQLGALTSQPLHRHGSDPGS
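U2OS cells were transduced with wild-type KCNH2 virus (2.03 x 10^8 / mL) for 4 h at room temperature, then cultured overnight at 37 C. Thallium flux was read with FluxOr dye. Rate constants were normalized to DMSO controls.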
GALK inh: inhibitors of human galactokinase; Potency, µM (titrated, usually from 57.5 µM), for the others: top-dose activity change, negative = inhibition, actives largely listed as inhibitors; P51570; 0.007% of 270,000 active; Purified GALK, Kinase-Glo residual ATP luminescence; AID 1868; further: potency means the concentration at half of the fitted maximal effect; on the % scale 0 is the no-effect control and ±100 the full control effect
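5 nM enzyme, 35 uM ATP, 100 uM galactose, 20 mM HEPES pH8.0, 5 mM MgCl2; 1 h RT; residual ATP by Kinase-Glo Plus luminescence, qHTS format.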
AT treatment: potential ataxia-telangiectasia treatment; […] A-T fibroblasts, KAP-1 phosphorylation AlphaLISA; neocarzinostatin DNA damage 30 min before lysis; Potency, µM (top dose mostly 57.5 µM), inactives show at the top dose activation, hits mostly activators; 0.19% of 320,000 active; AID 485349; further: potency means the concentration at half of the fitted maximal effect; % of control where 0% means no effect; nearly all actives have a fitted effect of over 45% in size
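ATM-like activity read as KAP-1 phosphorylation via AlphaLISA donor/acceptor antibody pairs after lysis and 6 hr at 25C. Cells were ATM-null patient fibroblasts ([…], hTERT), dosed 60 min, then exposed to the DSB inducer NCS for 30 min.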
MLL CXXC-DNA inh: MLL CXXC-DNA interaction inhibition; Potency, µM (doses to about 115 µM), for the others: at the highest dose activity change, negative = inhibition, most hits filed as inhibitors; Q03164; 0.037% of 290,000 active; AID 2662; MLL-CXXC / FITC-HOXA9 DNA fluorescence polarization; active means well fitted inhibition curve with a large enough effect in the polarisation, with a control signal flat, not every such curve was filed as active; inconclusive means small, poorly fitted or top-dose-only effect, or effect the other way, or a change in a side signal; inactive means no such curve, though single readings can be large or run the other way; the % refers to the polarisation; further: potency means the concentration at half of the fitted maximal effect
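Purified MLL-CXXC (added from a 7 uM solution) was preincubated 5 min at ambient with pinned compounds in 50 mM Tris-HCl pH 7.5, 50 mM NaCl, 1 mM DTT, 0.05% BSA. Fluorescein-labeled HOX-A9 DNA (50 nM solution) followed, 30 min, then polarization read.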
* marks the source's active call; other numbers are inactive results; i = inactive; ? = inconclusive; . = no result given; & = joins results of further samples; [ ] = another dose, or the depositor's remark. Unless noted, the call rests on the fitted dose curve; in most records, active means well fitted curve in the direction sought with a large enough effect; inconclusive means small, poorly fitted or top-dose-only effect, or another doubt; inactive means no such curve, though single readings can be large; an effect the other way counts as inactive or inconclusive. No enrichment for hits. About 1.6% of those tested had a hit in this group.

#	Structure	Giardia killer	FBPA coupling cs	Tb PFK block	TSHR antagonist	TCR act
1	CC(C)(O)C#Cc1ccc(C(=O)NCc2ccccc2F)cc1	-1	2	1%	-6	6%
2	Cc1ccccc1COc1ccc(/C=N/NC(=O)c2nnn(-c3nonc3N)c2CN2CCC(C)CC2)cc1	?	-7	0%	-8	1%
3	Cc1ccc(OCc2cc(C(=O)NC3CCCCC3)no2)cn1	-5	-2	-17%	-109*	0%
4	COc1ccc(C(CNC(=O)COc2ccc(F)cc2Cl)N2CCOCC2)cc1 (configuration not stated)	-9	.	1%	-2	5%
5	CC(=O)c1sc(NCCOc2ccc(C)cc2)nc1C	-10	0	1%	-11	2%
6	CCOC(=O)N1CCN(C(=O)CSc2nc3c([nH]c4ccccc43)c(=O)n2CCOC)CC1	-5	.	0%	-3	2%
7	Cc1ccc(NS(=O)(=O)c2cccc(C(=O)O)c2)c(C)c1	11	0	-1%	-6	-3%
8	COc1ccccc1NC(=O)CSCc1cc(=O)n2c(C)csc2n1	-8	-5	3%	11	2%
9	O=C(CSc1nnc(-c2cccc(F)c2)o1)N1CCOCC1	7	1	3%	-5	-22%
10	COc1ccc(NS(=O)(=O)c2ccc3c(c2)NC(=O)CCS3)cc1Cl	1	.	0%	-11	-4%

#	BCR signal inh	hERG WT inh	GALK inh	AT treatment	MLL CXXC-DNA inh
1	?	6	.	10%	7%
2	1%	-5	3%	5%	-3%
3	-19%	-9	6%	4%	-5%
4	0%	9	.	-8%	.
5	?	5	-1%	5%	33%[activator]
6	1%	12	-1%	4%	0%
7	1%	3	2%	3%	2%
8	-4%	-3	-2%	-4%	-11%
9	4%	-3	-1%	7%	9%
10	0%	10	-2%	14%	1%

Further records
#	Structure	Giardia killer	FBPA coupling cs	Tb PFK block	TSHR antagonist	TCR act
11	Cc1ccc(CNc2nc(Cl)c(C#N)s2)cc1	32[activator]	0	-30%	-3	2%
12	C=CCNC(=O)CN1CCC(n2c(C)nc3cc(C(F)(F)F)ccc32)CC1	-4	-4	-4%	8	-3%
13	CN(C)/C=N/c1cc(=O)n(C)c(=O)n1Cc1ccccc1	-18	0&0	-2%	4	-2%
14	Cc1cccc(N(CC(=O)N2CCCC2)S(=O)(=O)c2ccccc2)c1C	2	4	.	.	5%
15	CS(=O)(=O)N(CC(=O)N1CCN(Cc2ccccc2)CC1)c1ccccc1F	-27	10	4%	3	4%
16	CCOC(=O)c1ccc(NC(=O)COc2cc3oc(=O)c(CC(C)O)c(C)c3cc2Cl)cc1 (configuration not stated)	23	0	-3%	-2	0%
17	Cc1cccc2cc(CN(CCN(C)C)C(=S)NCc3ccco3)c(=O)[nH]c12	-4	3	6%	4	0%[46.1 µM]
18	CN(C)S(=O)(=O)c1ccc(C(=O)NC(=O)CSc2nnnn2C)cc1	13	.	0%	5	-7%[46.1 µM]
19	CC(=O)NNC(=O)CC(=O)Nc1nc(C23CC4CC(CC(C4)C2)C3)cs1	-11	1	-22%	-4	-4%[46.1 µM]
20	COc1ccc2oc(CS(=O)c3ccccc3)c(C(=O)O)c2c1 (configuration not stated)	9	-1	2%	-12	.

#	BCR signal inh	hERG WT inh	GALK inh	AT treatment	MLL CXXC-DNA inh
11	9%	i	-2%	-7%	-1%
12	-4%	6	-2%	-2%	18%
13	?	0	.	-16%	2%
14	.	11	-1%	.	6%
15	5%	-21	2%	-8%	-13%
16	?	8	0%	4%	7%
17	?	2	-4%	-4%	15%
18	1%	16	.	-4%	.
19	1%	30	-3%	4%	-2%
20	.	4	4%	-1%	-4%

Grouped by structure: the entries above with an aryl methoxy group (four)
#	Structure	Giardia killer	FBPA coupling cs	Tb PFK block	TSHR antagonist	TCR act
4	COc1ccc(C(CNC(=O)COc2ccc(F)cc2Cl)N2CCOCC2)cc1 (configuration not stated)	-9	.	1%	-2	5%
8	COc1ccccc1NC(=O)CSCc1cc(=O)n2c(C)csc2n1	-8	-5	3%	11	2%
10	COc1ccc(NS(=O)(=O)c2ccc3c(c2)NC(=O)CCS3)cc1Cl	1	.	0%	-11	-4%
20	COc1ccc2oc(CS(=O)c3ccccc3)c(C(=O)O)c2c1 (configuration not stated)	9	-1	2%	-12	.

#	BCR signal inh	hERG WT inh	GALK inh	AT treatment	MLL CXXC-DNA inh
4	0%	9	.	-8%	.
8	-4%	-3	-2%	-4%	-11%
10	0%	10	-2%	14%	1%
20	.	4	4%	-1%	-4%

Additional results
#	Structure	Giardia killer	FBPA coupling cs	Tb PFK block	TSHR antagonist	TCR act
21	CCOC(=O)C(C)On1c(-c2ccccc2)nc2ccc([N+](=O)[O-])cc21 (configuration not stated)	10	-15	-6%	-5	1%
22	CCCc1ccc(C(=O)NC(=O)c2ccccc2O)cc1	-20	13	0%	-25	2%
23	CC(=O)NC(CCCN1C(=O)c2ccccc2C1=O)c1nnn(C)n1 (configuration not stated)	-22	1	8%	3	-3%[46.1 µM]
24	Cc1cc(C)c2oc(=O)cc(CN3CCN(Cc4ccc5c(c4)OCO5)CC3)c2c1	29	-1	1%	-7	1%
25	CCOc1ccc(N2C(=O)CC(S/C(N)=N/N=C/c3cccs3)C2=O)cc1 (configuration not stated)	-4	1	3%	-2	2%
26	CC[N+]1(CC)CC2CCC(C)(C1)C2(C)C (configuration not stated)	4	-1	-1%	-4	-1%
27	O=C(/C=C/c1ccco1)NC1CCCC1	-1	2	-15%	1	-4%
28	COc1ccc(NC(=O)Nc2cccc3c2O[C@H](CN(C)S(=O)(=O)c2ccc(OC)cc2)[C@@H](C)CN([C@H](C)CO)C3=O)cc1	-12	.	4%	2	-2%
29	CCCCn1c(=O)[nH]c(=O)c2c(C(=O)OCC)cc(-c3ccc(OC(F)F)cc3)nc21	13	-4	0%	3	-2%
30	Cc1cccc(NCCC#N)c1	13	0	?	8	8%[46.1 µM]

#	BCR signal inh	hERG WT inh	GALK inh	AT treatment	MLL CXXC-DNA inh
21	?	6	1%	2%	-7%
22	?	1	8%	3%	46%[activator]
23	2%	3	0%	-6%	-2%
24	1%	17	2%	7%	4%
25	0%	-1	1%	-4%	6%
26	-9%	9	0%	8%	3%
27	-14%	13	0%	1%	5%
28	-2%	-5	.	3%	.
29	-4%	6	3%	6%	0%
30	?	-4	-1%	28%	-8%

Another view of 2 compounds above:
Each structure is followed by: Giardia killer	FBPA coupling cs	Tb PFK block	TSHR antagonist	TCR act	BCR signal inh	hERG WT inh	GALK inh	AT treatment	MLL CXXC-DNA inh
27	O=C(/C=C/c1ccco1)NC1CCCC1
  -1	2	-15%	1	-4%	-14%	13	0%	1%	5%
4	COc1ccc(C(CNC(=O)COc2ccc(F)cc2Cl)N2CCOCC2)cc1 (configuration not stated)
  -9	.	1%	-2	5%	0%	9	.	-8%	.

Next results
#	Structure	Giardia killer	FBPA coupling cs	Tb PFK block	TSHR antagonist	TCR act
31	CCOC(=O)C1C(=O)OC2(CCCCC2)C1C(=O)OCC (configuration not stated)	0	0	0%	7	-9%
32	Cc1noc(C)c1S(=O)(=O)N(C)C[C@H]1Oc2c(NC(=O)C3CCCCC3)cccc2C(=O)N([C@H](C)CO)C[C@@H]1C	14	.	0%	2	-2%
33	NC(=S)N/N=C/c1cc([N+](=O)[O-])ccc1Cl	-4	0	1%	4	-1%
34	Cc1ccn2c(=O)c(NC(=O)COc3ccccc3)c(C)nc2c1	-5	.	1%	0	-17%
35	Nc1nnc(-c2ccc(Cl)c(Cl)c2)s1	12	0	0%	-1	-11%
36	S=C(c1ccc(N2CCCC2)c(Br)c1)N1CCCCC1	11	-1	3%	-5	.
37	COc1ccc(Cl)cc1NC(=O)CN(C)C(=O)c1cc2ccccc2cc1OC	15	.	5%	-11	-4%
38	C[C@H](CO)N1C[C@H](C)[C@@H](CN(C)C(=O)Nc2ccc3c(c2)OCO3)Oc2c(NS(=O)(=O)c3ccccc3)cccc2C1=O	11	.	-3%	5	3%
39	CSc1ncccc1C(=O)OCC(=O)c1ccc(C)s1	-6	.	-14%	34	-3%
40	COc1cc(C(=O)Nc2nccs2)c(Br)c(OC)c1OC	9	0	1%	-4	-6%

#	BCR signal inh	hERG WT inh	GALK inh	AT treatment	MLL CXXC-DNA inh
31	-4%	34	-3%	0%	9%
32	-1%	7	.	11%	.
33	2%	-4	8%	0%	-5%
34	13%	10	.	-1%	.
35	-7%	-4	-2%	36%	1%
36	3%	6	-1%	2%	-2%
37	-10%	6	.	5%	.
38	1%	7	.	3%	.
39	-2%	-3	.	30%	.
40	?	4	-8%	15%	17%
